Screening data deposited in PubChem BioAssay by National Center for Advancing Translational Sciences (NCATS).
GALK inh: blocks human galactokinase activity; Potency, µM (doses to about 57.5 µM), without a hit: at the highest dose activity change, negative = inhibition, hits mostly inhibitors; actives 0.007% (n = 270,000); Purified GALK, Kinase-Glo residual ATP luminescence; P51570; AID 1868; further: potency means the concentration at half of the fitted maximal effect; on the % scale 0 is the no-effect control and ±100 the full control effect
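5 nM enzyme, 35 uM ATP, 100 uM galactose, 20 mM HEPES pH8.0, 5 mM MgCl2; 1 h RT; residual ATP by Kinase-Glo Plus luminescence, qHTS format.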
KCNH2 WT inh: KCNH2 (human, wildtype) channel inhibition. Q12809. U2OS, BacMam KCNH2, thallium flux FluxOr; stronger effect = lower value. activity change, % at 1.84 µM. actives 0.37% (n = 340,000). AID 720551;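 active means maximum activity change below -70%; inconclusive means maximum activity change between -70% and -50%; inactive means maximum activity change above -50%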; further: on the % scale 0 is the no-effect control and ±100 the full control effect
Target sequence (Q12809 whole entry, looked up): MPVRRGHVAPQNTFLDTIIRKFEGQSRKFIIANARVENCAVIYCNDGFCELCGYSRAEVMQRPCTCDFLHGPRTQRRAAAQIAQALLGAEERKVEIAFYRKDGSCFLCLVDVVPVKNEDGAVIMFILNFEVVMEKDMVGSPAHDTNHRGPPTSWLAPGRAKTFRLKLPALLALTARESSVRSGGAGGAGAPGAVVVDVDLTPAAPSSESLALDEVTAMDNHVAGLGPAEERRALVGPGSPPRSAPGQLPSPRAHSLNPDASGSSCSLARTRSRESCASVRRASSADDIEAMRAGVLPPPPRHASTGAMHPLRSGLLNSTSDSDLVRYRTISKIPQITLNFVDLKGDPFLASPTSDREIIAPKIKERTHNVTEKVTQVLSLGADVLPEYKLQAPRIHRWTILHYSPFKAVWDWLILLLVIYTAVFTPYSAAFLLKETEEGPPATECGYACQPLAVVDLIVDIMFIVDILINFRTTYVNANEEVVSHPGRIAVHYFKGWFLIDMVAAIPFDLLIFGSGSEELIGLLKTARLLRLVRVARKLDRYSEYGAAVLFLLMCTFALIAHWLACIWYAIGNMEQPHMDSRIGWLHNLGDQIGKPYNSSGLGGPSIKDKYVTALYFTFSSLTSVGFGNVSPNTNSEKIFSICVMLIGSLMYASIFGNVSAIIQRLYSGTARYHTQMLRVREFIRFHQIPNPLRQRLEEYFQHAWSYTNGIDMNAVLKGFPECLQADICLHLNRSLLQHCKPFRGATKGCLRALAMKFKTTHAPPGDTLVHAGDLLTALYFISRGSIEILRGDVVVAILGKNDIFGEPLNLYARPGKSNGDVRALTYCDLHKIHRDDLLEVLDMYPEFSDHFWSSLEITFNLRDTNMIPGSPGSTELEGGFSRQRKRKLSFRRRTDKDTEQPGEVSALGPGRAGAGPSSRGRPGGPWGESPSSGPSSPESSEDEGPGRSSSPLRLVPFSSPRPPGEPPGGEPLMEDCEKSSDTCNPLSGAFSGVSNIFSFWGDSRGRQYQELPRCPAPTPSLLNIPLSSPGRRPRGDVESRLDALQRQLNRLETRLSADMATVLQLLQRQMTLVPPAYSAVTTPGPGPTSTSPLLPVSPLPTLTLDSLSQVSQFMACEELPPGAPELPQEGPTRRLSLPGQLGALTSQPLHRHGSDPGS
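U2OS cells transduced with wild-type KCNH2 virus are loaded with FluxOr dye for 45 min, and thallium flux is measured in kinetic reads before and after stimulation buffer. Rate constants are normalized to DMSO controls.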
MLL CXXC-DNA inh: blocks binding of human MLL CXXC domain to DNA | Q03164 | MLL-CXXC / FITC-HOXA9 DNA fluorescence polarization | Potency, µM (series often up to 115 µM), for inactives: at the top dose activity change, negative = inhibition, most hits filed as inhibitors | actives 0.037% (n = 290,000); active means well fitted inhibition curve with a large enough effect in the polarisation, with a control signal flat, not every such curve was filed as active; inconclusive means small, poorly fitted or top-dose-only effect, or effect the other way, or a change in a side signal; inactive means no such curve, though single readings can be large or run the other way; the % refers to the polarisation; further: potency means the concentration at half of the fitted maximal effect
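Purified MLL-CXXC (added from a 7 uM solution) was preincubated 5 min at ambient with pinned compounds in 50 mM Tris-HCl pH 7.5, 50 mM NaCl, 1 mM DTT, 0.05% BSA. Fluorescein-labeled HOX-A9 DNA (50 nM solution) followed, 30 min, then polarization read.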
TRPV1 ag: activates the human vanilloid receptor TRPV1. TRPV1-expressing cells, Fluo-8 calcium influx, agonist mode. activation, % at 8.33 µM. actives 0.19% (n = 320,000). Q8NER1; in the data active means activation above about 80%; inconclusive means between about 30% and that limit; further: 0% is about no effect
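Cells expressing TRPV1 were dye-loaded with Fluo-8 and read kinetically: 10 s baseline, 3 min after compound (agonist portion), then 2 min after EC20 capsaicin (allosteric enhancer portion). Calcium-bound dye fluorescence at 480/520 nm.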
Integrin act MD: activates integrin-mediated alleviation for muscular dystrophy. Potency, µM (top dose mostly 38.3 µM), without a hit: top-dose activation, actives largely listed as activators. alpha7betagal myoblasts, beta-gal FDG fluorescence, 48 h. actives 0.064% (n = 350,000);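 further: potency means the concentration at half of the fitted maximal effect; 100% = response of the positive control SU9516; nearly all actives have a fitted effect of over 60% in size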
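alpha7betagal+/- myoblasts (passage 13, 250/well) treated 48 h at 37C with compounds at 1:260 dilution of DMSO stock. Lysed, then beta-galactosidase activity read as FDG fluorescence (ex 480/em 540) after 30 min, with pre-read for autofluorescence.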
FBPA coupling cs: counter-screen for Giardia aldolase inhibitors: coupling enzyme system. coupling enzyme system counterscreen, AmpLite Red fluorescence. activity change, negative = inhibition, % at 58.2 µM, hits read low. actives 0.67% (n = 290,000); in the data active means activity change below about -30%; further: on the % scale 0 is the no-effect control and ±100 the full control effect
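Fluorescence at 525 nm excitation and 598 nm emission measured inhibition of the coupled detection system without aldolase. Compounds (at 57.5 uM final) were preincubated 10 min at room temperature with coupling enzyme reagent before a 20 min substrate/AmpLite Red step.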
ASM inhibitor: human S-ASM enzyme inhibition | AID 504937 | actives 0.006% (n = 340,000) | P17405 | placental ASM, HMU-PC fluorogenic substrate, 60 min | Potency, µM (doses to about 57.5 µM), without a hit: top-dose activity change, negative = inhibition, hits mostly inhibitors; further: potency means the concentration at half of the fitted maximal effect
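Fluorescence read-out (Ex 386 nm, Em 447 nm) after stopping the reaction at pH 10. Enzyme: ASM from human placenta; substrate HMU-PC0, 9 uM final; 60 min, 37 °C. Compound preincubation 10 min, ambient temperature.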
A-T KAP1 phos: candidate therapy for ataxia-telangiectasia. actives 0.19% (n = 320,000). AID 485349. Potency, µM (top dose mostly 57.5 µM), for inactives: top-dose activation, actives largely listed as activators. […] A-T fibroblasts, KAP-1 phosphorylation AlphaLISA; neocarzinostatin DNA damage 30 min before lysis; further: potency means the concentration at half of the fitted maximal effect; % of control where 0% means no effect; nearly all actives have a fitted effect of over 45% in size
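hTERT-immortalized A-T patient fibroblasts ([…]), 500 cells/well in OPTI-MEM, 1% FBS, got compounds for 60 min, then NCS for 30 min at 37C. Lysates were then assayed for phospho-KAP-1 by AlphaLISA (anti-pKAP1 donor, anti-KAP1 acceptor beads), 6 hr at 25C.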
KCNH2 3.1 block: inhibitors of human KCNH2 3.1 potassium channel isoform; actives 0.95% (n = 340,000); activity change, % (tested at about 1.8 µM); AID 720553; U2OS KCNH2 3.1, thallium flux FluxOr; stronger effect = lower value;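 active means maximum activity change below -70%; inconclusive means maximum activity change from -70% to -50%; inactive means maximum activity change above -50%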;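 further: thallium influx rate constant from kinetic fluorescence after stimulation buffer; on the % scale 0 is the no-effect control and ±100 the full control effect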
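Thallium flux read-out: FluxOr dye with Red40 quencher in HBSS/HEPES, 45 min at RT. Rate constants from kinetic reads were normalized to positive and negative DMSO controls. Cells: U2OS virally expressing the 3.1 isoform.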
MBNL1 CUG block: inhibitors of human MBNL1 binding to CUG repeat RNA | TR-FRET MBNL1-His/biotin-(CUG)12 binding, 665/545 ratio | Potency, µM (titrated, usually from 57.5 µM), for the others: at the top dose activity change, negative = inhibition, actives largely listed as inhibitors | actives 0.036% (n = 280,000) | AID 2675; active means well fitted inhibition curve with a large enough effect in the signal ratio, with a control signal flat, not every such curve was filed as active; inconclusive means small, poorly fitted or top-dose-only effect, or effect the other way, or a change in a side signal; inactive means no such curve, though single readings can be large or run the other way; the % refers to the signal ratio; further: potency means the concentration at half of the fitted maximal effect; on the % scale 0 is the no-effect control and ±100 the full control effect
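Compounds (final 92 nM to 58 uM) are added to His-tagged MBNL1 and biotin-(CUG)12, then terbium anti-His antibody and streptavidin-XL665 (5 nM final). After 60 min at room temperature, the 665/545 nm ratio is read.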
* = called active by the depositor; i = inactive; ? = inconclusive; . = no result given; [ ] = another dose, or the depositor's remark. Unless noted, the call rests on the fitted dose curve; in most records, active means well fitted curve in the direction sought with a large enough effect; inconclusive means small, poorly fitted or top-dose-only effect, or another doubt; inactive means no such curve, though single readings can be large; an effect the other way counts as inactive or inconclusive.

entry	smiles	TRPV1 ag	Integrin act MD	ASM inhibitor	A-T KAP1 phos	MBNL1 CUG block	KCNH2 3.1 block	FBPA coupling cs	GALK inh	KCNH2 WT inh	MLL CXXC-DNA inh
1	Cc1nn(Cc2c(F)cccc2Cl)c(=O)c2ccccc12	19	-8%	-3%[11.5 µM]	6%	1%	10	6	-3%	3	38%[activator]
2	O=C(Nc1nccs1)c1sc2ccccc2c1Cl	5	-45%	-2%	4%	?	-5	2	-1%	-8	2%
3	CCc1ccc(N(CC(=O)Nc2ccccc2C(=O)N2CCOCC2)S(C)(=O)=O)cc1	0	1%	2%	13%	.	3	-1	-3%	5	-2%
4	C=CCn1c(SCC(=O)Nc2cccnc2Cl)nnc1-c1ccc(Cl)cc1	4	-14%	-4%	3%	-7%	-6	3	-3%	-4	18%
5	CCOc1ccc(NC(=O)NCc2ccccn2)cc1	2	-22%	1%	-6%	-3%	-1	1	3%	-1	-3%
6	Cc1cc(C)nc(Sc2ncnc3c2oc2ccccc23)n1	-1	-14%	0%	-4%	?	5	3	-1%	-4	-23%
7	CC(C)(C)C1CCC(=NNC(=O)CC(=O)NCc2ccccc2)CC1 (stereo not drawn)	3	14%	6%	-5%	-7%	-8	1	.	-5	-3%
8	Cc1nc2ccc([N+](=O)[O-])cc2c(=O)n1Cc1cccc(F)c1	0	2%	-2%	9%	?	18	0	-1%	-2	18%
9	CC(c1nccs1)N(C)C(=O)CCc1nnc(CCc2ccccc2)o1 (stereo not drawn)	-2	-8%	-1%	4%	4%	-8	-1	4%	-5	-11%
10	O=C(O)CN1C(=O)/C(=C\c2cccc(OCc3ccccc3)c2)SC1=S	-1	-3%	-13%	0%	10%	3	8	-8%	-9	-6%
11	CCOc1ccc(CCNC(=O)CN2CCN(Cc3ccccc3F)C2=O)cc1OCC	-6	9%	-3%	-2%	-3%	-10	0	-2%	-5	0%
12	c1ccc(N/N=C(\Cc2ncc[nH]2)c2ccccc2)cc1	11	11%	11%	-3%	.	-12	0	0%	-2	5%
13	N#Cc1cccc2c1-c1ccccc1/C2=N/NC(N)=S	-3	-66%[inhibitor]	-6%	-25%	?	-7	-2	-6%	4	-12%
14	Cc1cc(Cl)c(S(=O)(=O)Nc2ccc3c(c2)OCO3)cc1OCC(N)=O	-1	-4%	3%	-6%	-9%	8	4	2%	6	-6%
15	O=S(=O)(c1ccccc1)c1nc(-c2ccc(F)cc2)oc1NCC1CCCO1 (stereo not drawn)	22	-29%	3%	-6%	.	0	.	.	5	.
16	NC(=O)c1cccc([N+](=O)[O-])c1	2	.	0%	4%	.	20	.	.	1	.
17	COc1ccc(Br)c(C(=O)Nn2c(C)nc3ccccc3c2=O)c1	-1	1%	3%	0%	-6%	-1	4	0%	2	-18%
18	COc1ccc2c(c1)CCc1c(C(=O)NCC(C)C)noc1-2	5	-6%	-11%	7%	5%	-11	-5	0%	-1	7%
19	Cn1c(SCC(=O)NC(C)(C)C)nc(O)cc1=O	-3	5%	0%	17%	8%	-1	5	4%	1	5%
20	CSc1nnc(SCC(=O)N(C)c2c(N)n(Cc3ccccc3)c(=O)[nH]c2=O)s1	0	2%	3%	0%	.	0	.	.	0	.
21	COc1ccc(C2c3sc(=O)[nH]c3SC3C(=O)N(c4ccccc4)C(=O)C32)cc1 (stereo not drawn)	4	-8%	15%	-5%	6%	13	2	0%	3	-3%
22	Cc1ccc(CNC(=O)[C@H](C)N2C(=O)N3CCc4c([nH]c5ccccc45)[C@@]3(C)C2=O)cc1	-2	-11%	-1%	-12%	-6%	12	0	.	1	8%
23	Cn1c(=O)c2c(nc(NC(Cc3ccccc3)C(=O)O)n2Cc2ccccc2)n(C)c1=O (stereo not drawn)	0	-24%	4%	.	0%	24	2	-1%	-7	0%
24	COc1ccc(-n2nc(C(=O)N(C)C)nc2-c2ccccc2)cc1	1	35%	-2%	16%	0%	15	1	-4%	-7	-10%
25	Cc1cnc(C(=O)N2CCCC(N3CCN(c4cccc(C(F)(F)F)c4)CC3)C2)cn1 (stereo not drawn)	-6	-47%[inhibitor]	0%	16%	1%	13	.	5%	10	8%
26	Nc1cc(=O)[nH]c(SCC(=O)Nc2ccc([N+](=O)[O-])cc2)n1	1	-19%	-3%	3%	?	36	3	.	2	-2%
27	CCC(=O)Oc1ccc2c(C)cc(=O)oc2c1C	-1	15%	i	-1%	3%	-3	-1	-2%	3	36%[activator]
28	O=C(NCc1nnc2c(C(F)(F)F)cc(Cl)cn12)c1ccc2c(c1)OCO2	-2	?	0%	-3%	19%	11	2	-6%	-160*	-11%
29	CC1(C)C2CCC13CS(=O)(=O)NC3C2 (stereo not drawn)	-4	4%	2%	0%	6%	-4	4	0%	1	2%
30	COc1ccc(-n2ncc3c(N(C)C4CCCCC4)ncnc32)cc1	5	4%	8%	18%	8%	-1	-4	.	-9	-9%
31	CC(C)(C)C(=O)Nc1ccc(S(=O)(=O)Nc2ccccn2)cc1	1	?	-2%	2%	-3%	5	4	-1%	-21	4%
32	CCCc1nc2oc3cc(OC)ccc3c(=O)c2c(=O)n1Cc1ccco1	8	-2%	1%	-2%	0%	4	-2	-2%	3	9%
33	Cc1ccc(S(=O)(=O)N2Cc3ccccc3CC2C(=O)Nn2cnnc2)cc1 (stereo not drawn)	0	-6%	2%	3%	-3%	-3	0	0%	-13	-11%
34	CN(C(=O)CSc1nnc(-c2ccc3c(c2)OCO3)o1)C1CCS(=O)(=O)C1 (stereo not drawn)	1	-12%	11%	5%	.	9	.	.	-11	.
35	Cc1ccc(C)c(Cn2nnc3c(=O)[nH]c(C4CCN(C(=O)c5cccs5)CC4)nc32)c1	0	-15%	?	8%	0%	-6	1	-2%	3	-20%
36	O=C1C2C3C=CC(C3)C2C(=O)N1c1cccc(-c2nc3ccccc3o2)c1 (stereo not drawn)	2	7%	1%	0%	-2%	10	1	-3%	9	34%[activator]
37	Cc1nnc(SCc2nc3ccccc3[nH]2)s1	2	-8%	1%	2%	-27%	-12	-2	-2%	14	1%
38	CCCN(CC(=O)Nc1ccccc1OC)C(=O)CN1C(=O)NC2(CCCCC2)C1=O	3	12%	0%	-8%	.	5	.	.	-1	.
39	O=C(CSc1nc2ccccc2o1)NCc1ccc2c(c1)OCO2	9	-22%	-3%	6%	1%	14	-2	-2%	-2	10%
40	Cc1sc2ncnc(OCC(=O)N3CCN(C(=O)c4ccco4)CC3)c2c1C	-3	-6%	-2%	0%	-5%	11	4	-3%	28	?
41	COCc1nnc(SCC(=O)Nc2cccc(Cl)c2C)n1-c1ccccc1	-1	19%	2%	-8%	-5%	2	-1	-4%	2	0%
42	COC(=O)c1cc(NS(=O)(=O)c2ccc3c(c2)CCC(=O)N3)cc(C(=O)OC)c1	0	-20%	10%	7%	-1%	-10	5	2%	-3	-2%
43	Cc1ccccc1OCCNc1cc(N2CCNCC2)ccc1[N+](=O)[O-]	7	.	.	0%	10%	.	2	-3%	.	13%
44	CN1CC(=O)N(CC(=O)NCCc2ccc(F)cc2)c2ccccc2C1=O	2	3%	0%	5%	-15%	-9	1	-3%	-5	0%
45	CC(NC(=O)c1ccccc1)C(=O)N/N=C/c1cccc([N+](=O)[O-])c1 (stereo not drawn)	6	-2%	-3%	0%	?	13	-6	-7%	-3	-7%
46	COc1ccc(-c2nc3ccc(C(=O)NCC(OC)OC)cc3nc2-c2ccc(OC)cc2)cc1	0	-2%	i	6%	?	-1	3	3%	1	5%
47	Cc1cccc(C)c1NC(=S)N1CCC(N(C)CC2CCCO2)CC1 (stereo not drawn)	3	4%	-1%	3%	-2%	4	2	-2%	-6	-8%
48	CC(=O)c1c(C)oc2ccc(N(C(C)=O)S(=O)(=O)c3ccc(Cl)c([N+](=O)[O-])c3)cc12	0	-7%	0%	.	-6%	-14	3	3%	-13	1%
49	O=C(/C=C1\NCC2c3ccccc3CCN2C1=O)c1ccccc1 (stereo not drawn)	0	?	5%	2%	-2%	7	.	0%	7	29%
50	O=C(NCc1ccccc1)C(=O)NCC1OCCN1C(=O)c1ccc(Cl)cc1 (stereo not drawn)	2	23%	-2%	2%	-11%	1	6	6%	1	1%
51	CCOC(=O)C(=CNc1ccc(-c2ccco2)c(Cl)c1)C(=O)OCC	-1	-32%	157%[activator]	15%	-6%	-40	-4	3%	-7	-3%
